Compound activity from PubChem BioAssay.
E coli RNAP – Escherichia coli RNA polymerase inhibition; E. coli RNA polymerase, fluorescence transcription assay; actives 0.2% (n = 62,000); P0A8V2; AID 559; inhibition, %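 (tested at 10 µM)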; in the data active = inhibition above about 20%;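 also: 0% = enzyme without compound and 100% = no enzyme blank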
PKA kinase inh – inhibitors of human protein kinase A; P17612; PKA Kemptide phosphorylation, Kinase-Glo ATP luminescence; inhibition, % at 6 µM; actives 0.1% (n = 65,000);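 active = inhibition above the screen-wide mean inhibition plus 3 SD, cut at about 21% in these data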; also: many of its hits are not listed in these tables
AP complement – alternative pathway complement inhibition, orthogonal assay | Human serum alternative complement pathway, LPS-coated ELISA, C3 deposition; tested in compound mixtures | inhibition, % at 5 µM | actives 0.08% (n = 62,000);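 active = inhibition above 30% in each of the two pooled mixtures holding the compound, so the lower value exceeds 30%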;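 also: 0% = serum in Mg-EGTA without compound and 100% = EDTA serum blank; some compounds past the cut are filed as inactive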
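Test system: human serum complement alternative pathway, C3 deposition onto LPS / Medium: Mg2+-EGTA GVB++ buffer containing human serum at 1:15 dilution / Probe or stimulus: Plate-bound LPS / Times: 1 h at 37 °C / Signal: ELISA with HRP anti-human C3 antibody, TMB substrate, absorbance 450 nm / Measure: percent inhibition / Repeats: two pool placements per compound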
JNK3 blocker – blocks human JNK3 kinase activity | inhibition, % at 8 µM | actives 0.61% (n = 60,000) | P53779 | purified JNK3 kinase activity, HTS | AID 746; in the data active = inhibition above about 17%;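 also: 0% = DMSO and 100% = reference inhibitor; many of its hits are not listed in these tables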
Target sequence (P53779 whole entry, looked up): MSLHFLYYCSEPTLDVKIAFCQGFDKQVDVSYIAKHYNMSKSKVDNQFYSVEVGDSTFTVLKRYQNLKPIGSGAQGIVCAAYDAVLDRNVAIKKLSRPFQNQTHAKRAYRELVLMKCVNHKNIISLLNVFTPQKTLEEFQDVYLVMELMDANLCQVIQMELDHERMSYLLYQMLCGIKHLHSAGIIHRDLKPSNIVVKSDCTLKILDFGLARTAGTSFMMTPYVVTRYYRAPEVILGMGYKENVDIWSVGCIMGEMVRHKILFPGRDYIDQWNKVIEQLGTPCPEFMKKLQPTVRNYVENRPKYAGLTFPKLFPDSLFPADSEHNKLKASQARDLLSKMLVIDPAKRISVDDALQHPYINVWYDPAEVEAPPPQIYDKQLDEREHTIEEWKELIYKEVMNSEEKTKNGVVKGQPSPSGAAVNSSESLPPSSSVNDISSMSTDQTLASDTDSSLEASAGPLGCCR
CatB block – inhibitors of human cathepsin B. P07858. purified cathepsin B, fluorogenic substrate, fluorescence. inhibition, %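 (tested at 10 µM)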. actives 0.1% (n = 63,000). AID 453; in the data active = inhibition above about 21%;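 also: 0% = enzyme with no compound and 100% = no enzyme blank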
RORa activator – activators of human nuclear receptor RORA; P35398; CHO-K1 Gal4-RORA LBD luciferase reporter, luminescence; percent increase over mock-subtracted basal signal; activation, % at 10 µM; actives 1.5% (n = 65,000); AID 560;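 active = activation above the mean of all tested compounds plus 3 SD, cut at about 49% in these data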;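 also: 0% = DMSO-treated RORA cells and 100% = added signal equal to DMSO minus mock-transfected cells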
CatS block – human cathepsin S inhibition | AID 501 | actives 0.06% (n = 62,000) | recombinant cathepsin S, AMC dipeptide fluorescence, pooled mixtures | inhibition, %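 (tested at 5 µM per compound within 10-compound mixtures)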; in the data active = inhibition above about 32%, passing the limit was not always enough; inconclusive = no clear call, values can overlap the other calls;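 also: 0% = enzyme without compound and 100% = blank without enzyme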
Target sequence (P25774 115-331 limits assumed): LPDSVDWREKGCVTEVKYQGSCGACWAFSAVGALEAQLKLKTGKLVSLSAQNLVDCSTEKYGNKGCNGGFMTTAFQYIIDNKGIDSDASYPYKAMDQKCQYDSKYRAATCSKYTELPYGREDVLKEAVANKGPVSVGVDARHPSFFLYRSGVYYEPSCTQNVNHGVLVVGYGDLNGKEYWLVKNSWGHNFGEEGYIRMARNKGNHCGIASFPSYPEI
ROCK2 blocker – blocks human Rho kinase 2 activity. actives 0.35% (n = 60,000). AID 604. purified ROCK2, Kinase-Glo ATP depletion luminescence. inhibition, % at 6 µM. O75116;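 active = inhibition above the screen-wide mean inhibition plus 3 SD, cut at about 18% in these data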;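 also: plate controls were DMSO wells for no effect and Y-27632 control wells after no-enzyme background subtraction for full effect; many of its hits are not listed in these tables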
CatB mixtures – inhibitors of human cathepsin B in compound mixtures; P07858; Purified cathepsin B, AMC dipeptide fluorescence; inhibition, %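 (ten-compound pools at 5 µM per compound and 50 µM total)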; actives 0.06% (n = 62,000); in the data active = inhibition above about 22%, passing the limit was not always enough; inconclusive = no clear call, values can overlap the other calls;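 also: 0% = enzyme without compound and 100% = no enzyme blank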
* hit, by the source's call. Some of the compounds tested; rates above refer to the full screens.

What do the screens show for `Nc1c(C(=O)NC2CCCCC2)c2nc3ccccc3nc2n1/N=C/c1ccco1`?
E coli RNAP: 5.5; PKA kinase inh: 6.8; AP complement: -7.1; JNK3 blocker: -1.3; CatB block: -2.1; RORa activator: -5.7; CatS block: 0.6; ROCK2 blocker: 4.3; CatB mixtures: -1.9

How did CCOC(=O)c1[nH]c(C)c(/C(O)=C2\C(=O)C(=O)N(CCN(C)C)C2c2ccncc2)c1C (stereo not given) do in these assays?
E coli RNAP: 1.1; PKA kinase inh: 8.8; AP complement: -9.9; JNK3 blocker: 0.3; CatB block: 3.3; RORa activator: -6.5; CatS block: 11.7; ROCK2 blocker: 1.0; CatB mixtures: 0.4

What do the screens show for `O=C(NCc1cccs1)c1nc2c(nnn2Cc2ccc(F)cc2)c(=O)[nH]1`?
E coli RNAP: 7.8; PKA kinase inh: -2.3; AP complement: 3.6; JNK3 blocker: 3.5; CatB block: -3.1; RORa activator: 5.7; CatS block: 1.3; ROCK2 blocker: -2.2; CatB mixtures: -4.1

Results for CC(C)COC(=O)NCCCOC(=O)Nc1ccccc1 ?
E coli RNAP: 7.2; PKA kinase inh: 8.1; AP complement: -7.7; JNK3 blocker: 2.4; CatB block: 5.0; RORa activator: 47.7; CatS block: 20.1; ROCK2 blocker: 5.6; CatB mixtures: 0.0

Results for C=CCn1c(SCC(=O)NCCOC)nc2scc(-c3ccco3)c2c1=O ?
E coli RNAP: -3.7; PKA kinase inh: 4.9; AP complement: 8.7; JNK3 blocker: 5.0; CatB block: -3.7; RORa activator: -6.2; CatS block: -1.0; ROCK2 blocker: -6.8; CatB mixtures: -0.7

Results for CCc1cc(=O)oc2cc(C)cc(OCc3nn[nH]n3)c12 ?
E coli RNAP: 7.6; PKA kinase inh: 10.1; AP complement: -2.6; JNK3 blocker: -1.5; CatB block: 4.0; RORa activator: -28.2; CatS block: -3.3; ROCK2 blocker: 6.4; CatB mixtures: 2.4

Results for O=C(Nc1ccccc1)OCc1ccccn1 ?
E coli RNAP: 8.2; PKA kinase inh: 6.9; AP complement: -1.7; JNK3 blocker: 2.8; CatB block: 2.9; RORa activator: 60.5*; CatS block: -4.3; ROCK2 blocker: 2.0; CatB mixtures: 1.2

Results for O=C(NCc1ccccc1)C1CCN(S(=O)(=O)N2CCCCCC2)CC1 ?
E coli RNAP: -14.7; PKA kinase inh: 8.0; AP complement: -3.8; JNK3 blocker: -3.6; CatB block: 0.2; RORa activator: -15.9; CatS block: 2.3; ROCK2 blocker: 5.7; CatB mixtures: 1.0

What do the screens show for `CCOC(=O)Cn1c(-c2ccccn2)nc2ccccc21`?
E coli RNAP: 0.3; PKA kinase inh: 7.8; AP complement: -12.6; JNK3 blocker: -2.2; CatB block: 6.9; RORa activator: -10.9; CatS block: 9.4; ROCK2 blocker: 3.4; CatB mixtures: 3.2

Results for CCOC(=O)C1C(=O)CC(C)(O)C(C(=O)OCC)C1c1ccccc1OC (stereo not given) ?
E coli RNAP: 5.4; PKA kinase inh: 6.2; AP complement: -15.0; JNK3 blocker: -6.1; CatB block: 1.4; RORa activator: 5.5; CatS block: -3.2; ROCK2 blocker: 4.7; CatB mixtures: 3.0

What do the screens show for `CN(C)/C=N/c1ncnc2c1cnn2-c1ccc(C(F)(F)F)cn1`?
E coli RNAP: 10.2; PKA kinase inh: 6.0; AP complement: -6.0; JNK3 blocker: 1.6; CatB block: 4.0; RORa activator: -1.6; CatS block: 12.5; ROCK2 blocker: -0.3; CatB mixtures: -0.7

Results for CN1CCN(CCCNc2nc3ccccc3c3nc(-c4ccccc4)nn23)CC1 ?
E coli RNAP: 2.1; PKA kinase inh: 3.2; AP complement: 11.1; JNK3 blocker: -0.7; CatB block: -3.0; RORa activator: -27.3; CatS block: -5.0; ROCK2 blocker: 2.4; CatB mixtures: 6.2

What do the screens show for `CN1CCN(c2ccc(NC(=O)COc3ccccc3Cl)cc2)CC1`?
E coli RNAP: -3.5; PKA kinase inh: 2.1; AP complement: 6.6; JNK3 blocker: -8.6; CatB block: 1.3; RORa activator: -19.6; CatS block: -4.3; ROCK2 blocker: -10.6; CatB mixtures: -1.0

How did Cc1noc(C)c1CSc1nnc2n(-c3ccccc3)c(=O)c3ccccc3n12 do in these assays?
E coli RNAP: -4.9; PKA kinase inh: 8.3; AP complement: 14.1; JNK3 blocker: 1.9; CatB block: -3.0; RORa activator: -15.9; CatS block: inconclusive; ROCK2 blocker: 5.2; CatB mixtures: -6.9

What do the screens show for `Cc1ccc2c(CC(=O)OCn3nnc4ccccc4c3=O)coc2c1`?
E coli RNAP: 2.0; PKA kinase inh: 9.1; AP complement: 0.0; JNK3 blocker: -3.5; CatB block: 0.1; RORa activator: 5.3; CatS block: 1.9; ROCK2 blocker: 4.8; CatB mixtures: -1.8

What do the screens show for `Nc1c(C(=O)OCC2CCCO2)c2nc3ccccc3nc2n1-c1ccc2c(c1)OCCO2` (stereo not given)?
E coli RNAP: 6.1; PKA kinase inh: 9.9; AP complement: 23.8; JNK3 blocker: 1.4; CatB block: 1.3; RORa activator: -5.5; CatS block: 1.9; ROCK2 blocker: 3.4; CatB mixtures: 6.1

How did COc1ccc(-c2nnc(SCc3nnc(-c4ccccc4)o3)n2-c2ccccc2)cc1 do in these assays?
E coli RNAP: 6.3; PKA kinase inh: 6.1; AP complement: 16.5; JNK3 blocker: -6.8; CatB block: 2.1; RORa activator: 15.9; CatS block: -4.3; ROCK2 blocker: 5.5; CatB mixtures: 1.6

Results for O=C(NC1CCN(Cc2ccccc2)CC1)C1CCCN(c2nnc(-n3cccc3)s2)C1 (stereo not given) ?
E coli RNAP: 5.5; PKA kinase inh: 4.2; AP complement: 25.6; JNK3 blocker: 8.4; CatB block: -0.5; RORa activator: -13.1; CatS block: 4.4; ROCK2 blocker: -0.3; CatB mixtures: 3.3

What do the screens show for `C=CCNc1nc(NCCO)nc(N2CCCC2)n1`?
E coli RNAP: 10.2; PKA kinase inh: -0.3; AP complement: 6.2; JNK3 blocker: 1.1; CatB block: 2.8; RORa activator: 8.6; CatS block: 10.4; ROCK2 blocker: 2.9; CatB mixtures: 2.1

How did CSc1nnc2c(n1)OC(c1cccn1C)N(C(C)=O)c1ccccc1-2 (stereo not given) do in these assays?
E coli RNAP: 7.0; PKA kinase inh: 10.0; AP complement: 1.9; JNK3 blocker: -6.6; CatB block: 1.9; RORa activator: 4.3; CatS block: 3.2; ROCK2 blocker: 8.6; CatB mixtures: -1.0

What do the screens show for `Cc1nc2sc3c(c2c(=O)[nH]1)CCC3`?
PKA kinase inh: 1.7; AP complement: 0.9; JNK3 blocker: 7.2; CatB block: 1.4; RORa activator: 1.9; CatS block: 1.4; ROCK2 blocker: 2.7; CatB mixtures: 2.7

How did O=C(CN1CCC(n2nnc3ccccc32)CC1)Nc1ccc2c(c1)CCC2 do in these assays?
E coli RNAP: 9.8; PKA kinase inh: 11.2; AP complement: 1.3; JNK3 blocker: -4.1; CatB block: -9.6; RORa activator: 6.1; CatS block: 14.2; ROCK2 blocker: 4.0; CatB mixtures: 7.9

Results for CCOC(=O)N1CCC(NC(=O)C2=C(C)C(=O)OC23CCC(C)CC3)CC1 (stereo not given) ?
E coli RNAP: -5.9; PKA kinase inh: 3.3; AP complement: 16.5; JNK3 blocker: -5.3; CatB block: -6.0; RORa activator: -18.7; CatS block: -2.2; ROCK2 blocker: 3.1; CatB mixtures: -1.8

What do the screens show for `Cn1c(CCNC(=O)c2ccco2)nc2cc(NS(=O)(=O)c3ccccc3)ccc21`?
E coli RNAP: 3.8; PKA kinase inh: -3.2; AP complement: 18.0; JNK3 blocker: -3.4; CatB block: 0.4; RORa activator: -24.6; CatS block: -8.5; ROCK2 blocker: -0.4; CatB mixtures: -1.9

Results for COc1ccc(C2C(C(C)=O)=C(C)N=c3s/c(=C/c4ccc5c(c4)OCO5)c(=O)n32)cc1 (stereo not given) ?
E coli RNAP: 8.6; PKA kinase inh: 3.4; AP complement: 1.4; CatB block: 3.3; RORa activator: -8.1; CatS block: 6.3; CatB mixtures: -7.7

What do the screens show for `CCOC(=O)N1CCN(C(=O)c2ccc3c(=O)n(CCc4ccccc4)c(=O)[nH]c3c2)CC1`?
E coli RNAP: -2.1; PKA kinase inh: -1.4; AP complement: -10.8; CatB block: 6.3; RORa activator: -9.8; CatS block: 31.1; CatB mixtures: 2.1

What do the screens show for `N#Cc1c(NC(=O)CSc2nc(N)cc(=O)[nH]2)sc2c1CCCCCC2`?
E coli RNAP: 2.8; PKA kinase inh: 10.8; AP complement: 5.2; JNK3 blocker: -0.5; CatB block: 1.1; RORa activator: -52.2; CatS block: -3.0; ROCK2 blocker: 5.1; CatB mixtures: 5.0

Results for COc1ccc(-c2cc(C(=O)OCC(=O)N(C)C)c3ccccc3n2)cc1 ?
E coli RNAP: -0.5; PKA kinase inh: 7.5; AP complement: -10.6; JNK3 blocker: 1.9; CatB block: 2.3; RORa activator: -1.3; CatS block: 1.6; ROCK2 blocker: 3.0; CatB mixtures: 4.3

Results for COc1ccc(-c2nnc(SCC(=O)N3CCCc4ccccc43)o2)cc1OC ?
PKA kinase inh: 0.7; JNK3 blocker: 1.1; RORa activator: -10.1; ROCK2 blocker: 0.5

What do the screens show for `Cc1ccc(C(C(=O)NC(C)(C)C)N(C(=O)c2csnn2)c2ccccc2F)o1` (stereo not given)?
E coli RNAP: 3.8; PKA kinase inh: -3.8; AP complement: 0.0; JNK3 blocker: 0.5; CatB block: -7.5; RORa activator: -17.0; CatS block: 2.9; ROCK2 blocker: -1.1; CatB mixtures: 3.0

How did COC(=O)n1ccc(C(=O)Nc2ccccc2F)n1 do in these assays?
E coli RNAP: 2.9; PKA kinase inh: 13.2; AP complement: 14.2; JNK3 blocker: 6.6; CatB block: 0.7; RORa activator: -12.0; CatS block: -6.2; ROCK2 blocker: 2.0; CatB mixtures: 1.5

What do the screens show for `COc1ccc(OC)c(C(O)c2coc3ccc(O)c(CN4CCOCC4)c23)c1` (stereo not given)?
E coli RNAP: 5.5; PKA kinase inh: -0.2; JNK3 blocker: 5.9; CatB block: -1.7; RORa activator: -8.4; ROCK2 blocker: 4.9

What do the screens show for `COc1ccc(CC(=O)OC(C)CN2CCCC2)cc1` (stereo not given)?
E coli RNAP: -0.4; PKA kinase inh: 4.2; AP complement: 15.0; JNK3 blocker: -7.6; CatB block: 3.4; RORa activator: -2.8; CatS block: 0.2; ROCK2 blocker: 2.2; CatB mixtures: 1.5

How did COCC(=O)Nc1ccc(S(=O)(=O)NCCc2ccccc2)cc1 do in these assays?
E coli RNAP: 5.9; PKA kinase inh: 7.8; AP complement: -7.5; JNK3 blocker: 0.2; CatB block: -0.7; RORa activator: -6.4; CatS block: 11.7; ROCK2 blocker: 10.1; CatB mixtures: 4.1

How did C=CCn1c(SCC(N)=O)nc(C)cc1=O do in these assays?
E coli RNAP: 4.8; PKA kinase inh: 7.7; AP complement: 1.0; JNK3 blocker: -2.4; CatB block: 2.6; RORa activator: 12.2; CatS block: -5.8; ROCK2 blocker: 8.2; CatB mixtures: -5.0

How did O=C(c1cc(-c2cccc(O)c2)on1)N1CCCCC1 do in these assays?
E coli RNAP: 5.7; PKA kinase inh: 6.0; AP complement: 6.3; JNK3 blocker: 2.9; CatB block: -0.8; RORa activator: 0.1; CatS block: -3.6; ROCK2 blocker: 3.8; CatB mixtures: -2.2

Results for CCCc1nnc(NC(=O)c2c(O)c3cccc4c3n(c2=O)CC4)s1 ?
E coli RNAP: 9.0; PKA kinase inh: 2.8; AP complement: 3.7; JNK3 blocker: -2.5; CatB block: 0.3; RORa activator: 4.7; CatS block: 3.8; ROCK2 blocker: 3.2; CatB mixtures: 4.0
